T cell HTS – modulators of CD8 T cell-vesicle binding, primary screen, mouse 2C CD8+ T cells, flow cytometry. 2C CD8+ T cell-vesicle binding; stronger effect = lower value. calls only at 7 µM. 330,000 tested, 0.068% active. AID 2052, 2009;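 active = response, share of CD8 T cells binding vesicles, and their 90th percentile fluorescence all below set limits, cut at about 80% in these data, passing the limit was not always enough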
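Also added: QL9-peptide-loaded Drosophila micro-vesicles bearing Ld, ICAM-1 and B7-1; Test system: purified 2C TCR transgenic mouse naive CD8+ T cells; Measured by: cytometric PE anti-B7-1 and Alexa647 anti-CD8 signals after 1% paraformaldehyde fixation; Timing: binding step 1.5 h, 37 °C, antibody labelling 20 min, ice.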
WT yeast gro inh – growth inhibition of WT strain, primary screen, mitochondrial fusion inhibitor project, WT and mutant strains, chemical genetic. AID 1362, 2008. inhibition, % at 10 µM. 190,000 tested, 2.1% active. mitochondrial fusion phenotypic screen; in the data active = inhibition above about 58%; tested in S. cerevisiae
RSV antiviral HEp-2 – RSV antiviral activity via CPE protection, HEp-2 cells, primary 10 µM value included (AID 2391) | CPE inhibition, % at 10 µM; hits with a dose series show IC50 in µM | HEp-2 cells, RSV-induced CPE inhibition; higher % means a stronger effect | 310,000 tested, 0.13% active; in the data active = a potency from the dose series; inconclusive = CPE inhibition mostly from about 23% at the one dose, without a potency; inactive = the rest, 99 in 100 with CPE inhibition below about 21%; note: strong numbers were not always called active
Rac1 GTP hydrolysis – MgcRacGAP GTPase-activating activity inhibitors, confirmation, biochemical, ADP Hunter fluorescence; Rac GTPase-activating protein 1 (Homo sapiens); MgcRacGAP-stimulated Rac1 GTP hydrolysis, ADP Hunter fluorescence; higher % means a stronger effect; GST-tagged Rac1 F28L mutant substrate; inhibition, % at 30 µM, or IC50 in µM where a hit was titrated; 340,000 tested, 0.6% active;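 active = first-screen hits whose inhibition reached a set limit at any dose in the follow-up dose series; inconclusive = inhibition above the set first-screen limit but never retested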;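 note: fluorescence reports GDP produced by GAP-driven GTP hydrolysis; strong numbers were not always called active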
West Nile antiviral – West Nile virus antiviral activity, cell-based, CPE readout (AID 1621) | 290,000 tested, 0.02% active | West Nile virus-infected cells, CPE inhibition; higher % means a stronger effect | one-dose CPE inhibition, % at 10 µM; IC50 in µM for titrated hits; in the data active = a potency from the dose series; inconclusive = CPE inhibition mostly from about 3.7% at the one dose, without a potency; inactive = the rest, 99 in 100 with CPE inhibition below about 2.2%; note: strong numbers were not always called active
b-catenin transl – modulators of beta-catenin nuclear translocation, primary screen, imaging, HeLa cells, immunofluorescence, high-content; nuclear translocation activity, % at 5 µM; AID 1665, 2009; 190,000 tested, 0.3% active;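 active = nuclear translocation activity above 50% at 5 µM, with a well cell count of 50 or more; inconclusive = wells under 50 cells across six images, flagged as toxic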;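 note: per-cell ratio of nuclear to cytoplasmic median beta-catenin stain intensity; plate controls were DMSO negative control for no effect and GSK-3 inhibitor IX positive control for full effect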
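System: HeLa cells, endogenous beta-catenin; compound dosing: 5 µM primary single dose, 0.1% DMSO, 0.02–20 µM confirmation series; incubation: 24 h compound exposure at 37°C, 5% CO2; signal: beta-catenin immunofluorescence imaging with DAPI; evaluation: % activation, nuclear-to-cytoplasmic median beta-catenin signal ratio per cell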
PhoP inhibition – inhibitors of PhoP regulon expression, primary screen, Salmonella Typhimurium, GFP reporter (AID 1863); S. Typhimurium PhoP-regulated promoter GFP reporter, 4 h; higher % means a stronger effect; one-dose inhibition, % at 50 µM; IC50 in µM for titrated hits; 300,000 tested, 0.16% active;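 active = inhibition over 29.93%, a cutoff 3 SD above the screen mean, later confirmed by dose response; inconclusive = inhibition over 29.93% but no dose response follow-up; inactive = inhibition at most 29.93% or unconfirmed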;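 note: 0% = low Mg2+ inducing control and 100% = high Mg2+ repressing control; strong numbers were not always called active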
Large T inhibition – SV40 large T antigen inhibitors, biochemical (AID 1903); inhibition, % at 20 µM, or IC50 in µM where a hit was titrated; SV40 large T antigen ATPase/helicase inhibition assay; higher % means a stronger effect; 310,000 tested, 0.39% active; in the data active = a potency from the dose series; inconclusive = inhibition mostly from about 32% at the one dose, without a potency; inactive = the rest, 99 in 100 with inhibition below about 32%; note: strong numbers were not always called active
Myeloid diff 2 – induction of myeloid progenitor differentiation, primary screen, cell-based, flow cytometry, MLPCN library | ER-HoxA9 myeloid progenitors, lysozyme-GFP differentiation | calls only at 10 µM | 360,000 tested, 1% active;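 active = normalized GFP-positive differentiation at or above the plate's own cutoff, the solvent-only control mean plus 3 SD; inconclusive = no clear call, values can overlap the other calls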;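 note: cells exposed to compound for four days before flow analysis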
WT yeast gro inh mutant strain – also measured in WT yeast gro inh; calls as there; inhibition, %; mitochondrial fusion phenotypic screen, mutant strain inhibition
b-catenin transl cell count 5 µM – also measured in b-catenin transl; calls as there; cell count; measured here: cell count, cytotoxicity flag
T cell HTS vesicle-bound % – second read-out of T cell HTS, no call of its own (marks repeat the call); double positive events, %; measured here: CD8+ vesicle-bound cell fraction;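 binding gate set so that unloaded-vesicle control wells show 10% double positive cells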
Myeloid diff 2 GFP+ MAC1+ % – second read-out of Myeloid diff 2, no call of its own (marks repeat the call); GFP+ MAC1+ double positive, %; measured here: differentiation confirmed by MAC1 staining
Active calls of the source: *; i = inactive; ? = inconclusive; / = not tested or not shown; + = active, no number.

Each structure is followed by: T cell HTS	T cell HTS vesicle-bound %	WT yeast gro inh	WT yeast gro inh mutant strain	RSV antiviral HEp-2	Rac1 GTP hydrolysis	West Nile antiviral	b-catenin transl	b-catenin transl cell count 5 µM	PhoP inhibition	Large T inhibition	Myeloid diff 2	Myeloid diff 2 GFP+ MAC1+ %
> O=[N+]([O-])c1ccc(N2CCN(CC(O)COc3ccccc3)CC2)cc1 (centres undefined)
    i	42	-30	-19	11%	-3%	-0.9%	2.0	769	-3%	2%	i	0.4
> CN(C)c1ccc(NC(=O)CN2CCC(C(=O)c3ccc(F)cc3)CC2)cc1
    i	34	-3	13	-1.2%	22%	-0.4%	0.1	1133	7%	10µM*	i	7.6
> COc1cccc(NC(=S)N(CCN(C)C)C(C)c2cccnc2)c1 (centres undefined)
    i	50	5	17	-0.7%	3%	0.1%	-1.3	1144	-2%	-2%	i	0.5
> CCNC(=O)N1CCN(CCCC(c2ccc(F)cc2)c2ccc(F)cc2)CC1
    i	25	/	/	4.9%	-11%	/	/	/	-2%	15%	i	6.9
> Cc1cccc(-n2ccnc2SCC(=O)Nc2ccc3c(c2)OCCO3)c1
    i	0	4	11	13%	1%	-0.4%	-3.2	1080	-7%	1%	i	1.4
> COc1ccc(NC(=O)C(C)N2CCN(C)CC2)cc1 (centres undefined)
    i	35	/	/	-0.6%	78µM*	0.1%	/	/	11%	-6%	i	0.4
> Cc1nc2c3cnn(-c4ccc(C)c(C)c4)c3ncn2n1
    i	53	3	3	3.2%	7%	0.2%	-0.8	1327	1%	3%	i	1.4
> Cc1ccc(CN2CCSc3ccc(C(=O)NCC4CCCO4)cc32)cc1 (centres undefined)
    i	7	/	/	6.2%	0%	0.6%	/	/	0%	9%	i	0.9
> O=[N+]([O-])c1ccc2oc(-c3cccc(O)c3)nc2c1
    i	50	20	26	13%	6%	-0.7%	-1.6	1160	1%	8%	i	0.1
> Cc1cc(C)c2sc(N(CCCN(C)C)C(=O)c3ccc(S(=O)(=O)N(C)Cc4ccccc4)cc3)nc2c1
    i	17	/	/	-2.1%	3%	/	/	/	7%	12%	i	0.9
> O=[N+]([O-])/C(N=Nc1ccccc1)=N\Nc1ccccc1
    i	22	-7	11	0.3%	8%	-0.3%	0.1	1548	-1%	6%	i	0.3
> O=C(CN1CCN(S(=O)(=O)c2ccccc2F)CC1)Nc1ccccc1C(=O)c1ccccc1
    i	31	16	20	21%	-31%	-1.5%	-4.7	1051	3%	9%	i	0.7
> CCCOC(=O)C1=C(C)NC(=O)NC1c1ccc(Br)s1 (centres undefined)
    i	36	-11	-3	-0.6%	-1%	-2.5%	-1.2	1035	-5%	3%	i	0.1
> Cc1ccc(SCC(=O)OCC(=O)NCc2cccs2)cc1
    i	36	/	/	0.1%	7%	/	/	/	-4%	3%	i	0.5
> O=C(Nc1ccc(Cl)cc1)Nc1ccc2c(c1)N1CCN=C1S2
    i	42	7	-16	4.9%	4%	-0.1%	1.4	1204	13%	17%	+	1.5*
> O=C(NCc1ccc(F)cc1Cl)C1CCN(S(=O)(=O)N2CCCCC2)CC1
    i	29	/	/	4.0%	10%	-0.3%	/	/	6%	7%	i	0.5
> Cc1ccc(C(=O)NN2C(=O)/C(=C/c3cn(C)c4ccccc34)SC2=S)cc1
    i	28	0	0	3.2%	3%	0.1%	-1.9	893	-5%	6%	i	0.6
> Nc1ccc(O)c([N+](=O)[O-])c1
    i	24	/	/	-0.4%	43µM*	/	/	/	/	/	i	1.3
> CCNC(=O)Oc1ccc(-c2csnn2)cc1
    i	58	-6	-7	0.2%	26%	-0.5%	-0.3	1098	9%	31%	i	0.0
> CSc1ccc(CNC2CC2)cc1
    i	65	30	25	-0.8%	4%	0.0%	/	/	-3%	9%	i	2.0

Some values from the results shown:
Reading of Cc1ccc(SCC(=O)OCC(=O)NCc2cccs2)cc1 in PhoP inhibition: -4%
Reading of Cc1ccc(C(=O)NN2C(=O)/C(=C/c3cn(C)c4ccccc34)SC2=S)cc1 in Rac1 GTP hydrolysis: 3%

Further entries follow.
Each structure is followed by: T cell HTS	T cell HTS vesicle-bound %	WT yeast gro inh	WT yeast gro inh mutant strain	RSV antiviral HEp-2	Rac1 GTP hydrolysis	West Nile antiviral	b-catenin transl	b-catenin transl cell count 5 µM	PhoP inhibition	Large T inhibition	Myeloid diff 2	Myeloid diff 2 GFP+ MAC1+ %
> Cc1cc(C)nc(N2CCCC(C(=O)Nc3cccc(Cl)c3)C2)n1 (centres undefined)
    i	39	/	/	2.3%	7%	-0.1%	/	/	-2%	7%	i	0.5
> COc1ccc(-c2ccc(SCC(=O)N3CCOCC3)nn2)cc1OC
    i	46	17	18	0.1%	-3%	0.2%	-1.7	1172	3%	11%	i	8.1
> O=C(O)c1ccc(N2CCN(C(c3ccccc3)c3ccccc3)CC2)c([N+](=O)[O-])c1
    i	53	/	/	2.9%	10%	-0.9%	/	/	-1%	14%	i	0.4
> O=C(COC(=O)CNC(=O)c1ccccc1F)Nc1cccnc1Cl
    i	56	-5	-17	2.2%	2%	1.0%	0.4	1019	-3%	5%	i	0.5
> Cc1ccc(C)c(S(=O)(=O)Nc2ccc(C(=O)NCCc3ccccn3)cc2)c1
    i	25	-18	8	2.8%	-1%	0.3%	0.7	945	-11%	6%	i	1.0
> O=C(O)c1ccc2c(=O)n(Cc3ccccc3)c(SCc3ccc([N+](=O)[O-])cc3)nc2c1
    i	47	/	/	?	7%	0.4%	/	/	-6%	7%	i	0.6
> COC(=O)c1scc(S(=O)(=O)C(C)(C)C)c1N
    i	56	/	/	0.1%	0%	0.0%	1.6	1301	-2%	4%	i	0.5
> Cc1ccc(NC(=S)N2CCCCCC2)c(C)c1
    i	1	/	/	0.3%	2%	-0.3%	/	/	3%	10%	i	1.1
> Cc1ccc(S(=O)(=O)Nc2ccc(Br)cc2C(NCC(=O)O)c2ccccc2)cc1 (centres undefined)
    i	31	-2	-6	5.1%	1%	0.2%	1.2	1077	21%	18%	i	0.6
> O=C(NC(CO)C(O)c1ccc([N+](=O)[O-])cc1)C(Cl)Cl (centres undefined)
    i	58	18	-13	0.8%	9%	-0.9%	-1.9	1077	9.7µM*	2%	i	1.5
> COc1cc(O)c(C(CCN2CCCCC2)c2cc(OC)c(OC)c(OC)c2)c(OC)c1 (centres undefined)
    /	/	/	/	-1.3%	7%	-0.8%	-1.2	1075	-2%	3%	i	2.0
> O=c1cc(NS(=O)(=O)c2ccccc2)nc(SCc2ccccc2Cl)[nH]1
    i	14	0	-4	6.4%	6%	1.1%	3.2	1032	8%	16%	i	0.7
> COC(=O)Cn1cc(C(=O)C2CC2)c2ccccc21
    i	40	6	13	0.6%	5%	0.4%	/	/	-12%	18%	i	1.1
> COc1ccc(C(=O)/C=C/c2ccc(N3CCCCC3)c([N+](=O)[O-])c2)c(OC)c1
    i	47	-1	-4	-2.3%	1%	?	-0.5	1061	-4%	11%	i	4.2
> CC(C)CNC(=O)CC(NCC(C)C)C(=O)O (centres undefined)
    i	34	17	7	0.1%	/	1.4%	-0.7	933	11%	1%	/	/
> O=C(NCc1ccccc1)c1cc(-c2ccncc2)nc2ccc(S(=O)(=O)N3CCOCC3)cc12
    i	54	2	-39	2.6%	6%	-0.3%	-2.3	561	-9%	3%	i	0.3
> COc1ccc(CCNC(=O)CN(c2ccccc2OC)S(C)(=O)=O)cc1
    i	18	10	5	1.0%	7%	-0.6%	/	/	10%	-7%	i	1.7
> CCOC(=O)C1CCN(C(c2cccc(F)c2)c2sc3nc(C)nn3c2O)CC1 (centres undefined)
    i	30	-4	-2	1.7%	7%	0.9%	-2.0	1153	10%	6%	i	0.9
> CC(C)OCC(O)CN1CCN(CC(O)COc2ccc3c(c2)OCO3)CC1 (centres undefined)
    i	46	2	7	-1.5%	-7%	0.0%	-0.6	1077	11%	-3%	i	1.6
> COc1ccc(Cl)cc1NC(=S)N1CCN(c2ncccn2)CC1
    i	27	-1	-8	1.7%	7%	-0.1%	0.9	845	-6%	6%	i	0.3
> Cc1ccc(CCN2CC(C(=O)NCCN3CCCCCC3)CC2=O)cc1 (centres undefined)
    i	3	44	19	-0.6%	13%	-0.1%	-0.3	1466	-12%	9%	i	0.8
> O=C(CSc1ncccn1)NCc1cccc(Cl)c1
    i	15	-2	-4	-2.2%	11%	0.2%	2.7	969	2%	7%	i	0.3
> O=c1oc(-c2ccc([N+](=O)[O-])cc2)nc2ccccc12
    i	32	-4	24	2.3%	3%	0.2%	-1.8	1146	0%	-7%	i	0.2
> O=[N+]([O-])c1ccc(CN2CCCCCC2)s1
    i	30	17	7	3.0%	18%	-0.3%	0.0	1107	4%	11%	i	0.9
> CCOc1ccc(C(=O)NC(C(=O)NCCc2ccc(OC(F)F)cc2)C(C)C)cc1 (centres undefined)
    i	11	/	/	-0.4%	6%	-1.4%	/	/	4%	0%	i	0.0
> O=C(NCC1CCCO1)c1cc(NS(=O)(=O)c2cccs2)cc(NS(=O)(=O)c2cccs2)c1 (centres undefined)
    i	5	-7	1	0.7%	11%	0.0%	-1.7	1125	0%	4%	i	0.4
> O=C(c1ccccc1)C(C(=O)N1CCCCC1)n1ccccc1=O (centres undefined)
    i	0	-9	-15	0.2%	6%	0.2%	-1.4	1578	-4%	0%	i	0.7
> CCCCSc1nnc(-c2c[nH]c3ccccc23)n1C
    i	34	-7	-18	3.7%	2%	-0.1%	/	/	6%	11%	i	1.7
> CCOC(=O)Cc1csc(NC(=O)c2ccc([N+](=O)[O-])cc2[N+](=O)[O-])n1
    i	58	/	/	1.1%	7%	-0.1%	/	/	-1%	4%	i	0.8

Compound activity from PubChem BioAssay.
